Screening results from PubChem BioAssay.
IDE cell inh: cellular human IDE inhibition; P14735; HEK cells, FAbetaB cleavage, fluorescence polarization; inhibition, % at 5.59 µM; 0.41% of 320,000 active;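 active = percent inhibition above the average of all tested compounds plus 3 SD, set per screening campaign, cut at about 16% in these data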;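 also: IDE supplied by intact live HEK cells; FP after avidin binding of uncleaved biotin substrate so inhibition keeps polarization high; 0% = DMSO wells and 100% = 60 µM reference IDE inhibitor Ii1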
p-CIP stab down: p/CIP protein destabilization | Q05BA5 | F442A p/CIP-EGFP cells, EGFP fluorescence, 16 h | decrease of EGFP signal, % at 10 µM | 0.01% of 290,000 active | AID 1984;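 active = EGFP signal decrease of at least 30% at 10 µM or well 3 SD below plate mean, unless failing retest; inactive = the rest, including hits failing retest or dose response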; also: some compounds called inactive have numbers as strong as hits; many of its hits are not listed in these tables
MEKK3 PB1 HTS: modulators (inhibitors or enhancers) of MEK5 binding to human MEKK3 PB1 domain. binding response (% of control), % at 10 µM. bead-based flow cytometry, Alexa488-MEK5 binding to MEKK3; actives lie on both sides; 0 = blocked by unlabeled MEK5, 100 = vehicle. 1.4% of 290,000 active;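 active = binding response more than 3 SD above or below the average of its plate-row segment, actives on both sides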;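 also: Alexa488 bead fluorescence after subtracting the streptavidin-only scavenger bead signal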
Target sequence (Q99759 whole entry, looked up, the tested form may be a part): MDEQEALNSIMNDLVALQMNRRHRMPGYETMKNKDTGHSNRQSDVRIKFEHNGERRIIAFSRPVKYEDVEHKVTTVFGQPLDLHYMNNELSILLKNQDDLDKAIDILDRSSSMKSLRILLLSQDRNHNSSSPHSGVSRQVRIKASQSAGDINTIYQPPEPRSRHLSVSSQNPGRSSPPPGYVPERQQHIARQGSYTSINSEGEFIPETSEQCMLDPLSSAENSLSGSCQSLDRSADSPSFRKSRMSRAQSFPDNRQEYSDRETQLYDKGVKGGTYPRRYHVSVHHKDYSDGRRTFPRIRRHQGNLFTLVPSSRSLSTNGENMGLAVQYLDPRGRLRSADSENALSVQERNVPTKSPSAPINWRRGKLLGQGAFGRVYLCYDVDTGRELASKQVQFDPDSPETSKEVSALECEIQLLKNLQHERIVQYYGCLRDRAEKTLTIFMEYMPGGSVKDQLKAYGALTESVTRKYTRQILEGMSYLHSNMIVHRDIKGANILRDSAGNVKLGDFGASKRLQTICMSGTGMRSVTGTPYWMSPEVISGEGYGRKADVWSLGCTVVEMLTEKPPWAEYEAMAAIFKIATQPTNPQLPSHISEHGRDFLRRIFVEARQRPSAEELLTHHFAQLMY
MEKK2mut PB1 HTS: signal of MEK5 binding to mutant human MEKK2 PB1 domain | bead flow cytometry, Alexa488-MEK5 binding to MEKK2 mutant | AID 1530 | 0.35% of 290,000 active | percent response, % at 10 µM; in the data active = percent response above about 24%, passing the limit was not always enough; also: inactives centre near 1; some results filed as inactive read as strong as hits; reference of the scale not given here
PfM18AAP inh: PfM18AAP enzyme inhibition | recombinant PfM18AAP, H-Glu-NHMec fluorogenic cleavage | inhibition, % at 7.35 µM | 1.2% of 290,000 active;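 active = inhibition above the campaign mean inhibition over all tested compounds plus 3 SD, cut at about 28% in these data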;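 also: 0% = plate median of test compound wells and 100% = 2 mM ZnCl2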
SUMO HTRF inh: blocks human SUMOylation mediated by UBC9. P63279. HTRF SUMOylation assay, SAE1/SAE2 + UBC9, in vitro. inhibition, % at 35 µM. 0.36% of 290,000 active; in the data active = inhibition above about 50%, passing the limit was not always enough; also: strong numbers were not always called active
Target sequence (P63279 whole entry, looked up): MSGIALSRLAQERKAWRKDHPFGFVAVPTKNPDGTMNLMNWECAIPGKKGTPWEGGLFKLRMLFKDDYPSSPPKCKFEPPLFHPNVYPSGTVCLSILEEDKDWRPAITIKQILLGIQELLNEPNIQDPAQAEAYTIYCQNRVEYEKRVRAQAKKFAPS
NALP1 inh: inhibitors of NALP1 inflammasome in yeast | S. cerevisiae NALP1/ASC/caspase-1 growth, X-gal OD620, 72 h | inhibition, % at 10 µM | 0.61% of 280,000 active | AID 2071; in the data active = inhibition mostly above about 24%, no sharp cut-off; inactive = mostly below about 32%; also: some compounds called inactive have numbers as strong as hits
IDE act: boosts human insulin-degrading enzyme activity in HEK cells. 0.073% of 340,000 active. P14735. FAbeta-B cleavage, fluorescence polarization; 0% vehicle, 100% cell-free pure enzyme wells. AID 493087. activation, % at 5.96 µM;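 active = activation above the mean of all tested compounds plus 3 SD, set per screening campaign, cut at about 17% in these data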
MEKK2 WT-MEK5: raises or lowers MEK5 binding to wildtype human MEKK2 PB1 domain. bead flow cytometry, Alexa488-MEK5 binding to MEKK2 WT; actives lie on both sides. Q9Y2U5. binding response (% of control), % at 10 µM. 1.1% of 290,000 active; in the data active = binding response below about 67% or above about 130%
Active calls of the source: *; / = no result given. This is a subset; count on the stated rates, not on these rows.

Start of the listing, in advance:
IDE cell inh	p-CIP stab down	MEKK3 PB1 HTS	MEKK2mut PB1 HTS	PfM18AAP inh	SUMO HTRF inh	NALP1 inh	IDE act	MEKK2 WT-MEK5	molecule
10	-1	100	-2	3	9	2	-2	96	COc1ccc(CNC(=O)CN(C(=O)c2csnn2)c2cccc3c2CCCC3)cc1
6	-12	103	-12	-1	-20	-5	/	86	COC(=O)c1cc(NC(=O)C(C)c2ccc(CC(C)C)cc2)ccc1O (stereo not drawn)
0	-4	112	-2	0	-4	22	6	103	CC1CCN(c2nc(-c3ccco3)c3c(c2C#N)CC(C)(C)OC3)CC1
-3	-7	103	0	-10	26	12	1	98	COc1ccc(S(=O)(=O)N(CC(=O)Nc2cc(C)on2)Cc2ccccc2)cc1
0	3	94	-2	-4	-10	9	4	97	N#C/C(=C\c1ccccc1Cl)C(=O)NC(=O)Oc1ccccc1
9	-1	99	0	9	-6	18	0	102	Cc1ccc(CS(=O)Cc2ccc(C(=O)NCc3ccc(OC(C)C)cc3)o2)cc1 (stereo not drawn)
-2	-1	93	-2	-4	19	21	-1	94	O=C(Nc1ccc(-c2nc3ccccc3[nH]2)cc1)c1ccccc1NS(=O)(=O)c1ccc(F)cc1
-2	-5	102	1	4	4	-22	2	101	CC(C)(C)NC(=S)NNC(=O)c1ccc2ncccc2c1

The listing, from the start:
IDE cell inh	p-CIP stab down	MEKK3 PB1 HTS	MEKK2mut PB1 HTS	PfM18AAP inh	SUMO HTRF inh	NALP1 inh	IDE act	MEKK2 WT-MEK5	molecule
10	-1	100	-2	3	9	2	-2	96	COc1ccc(CNC(=O)CN(C(=O)c2csnn2)c2cccc3c2CCCC3)cc1
6	-12	103	-12	-1	-20	-5	/	86	COC(=O)c1cc(NC(=O)C(C)c2ccc(CC(C)C)cc2)ccc1O (stereo not drawn)
0	-4	112	-2	0	-4	22	6	103	CC1CCN(c2nc(-c3ccco3)c3c(c2C#N)CC(C)(C)OC3)CC1
-3	-7	103	0	-10	26	12	1	98	COc1ccc(S(=O)(=O)N(CC(=O)Nc2cc(C)on2)Cc2ccccc2)cc1
0	3	94	-2	-4	-10	9	4	97	N#C/C(=C\c1ccccc1Cl)C(=O)NC(=O)Oc1ccccc1
9	-1	99	0	9	-6	18	0	102	Cc1ccc(CS(=O)Cc2ccc(C(=O)NCc3ccc(OC(C)C)cc3)o2)cc1 (stereo not drawn)
-2	-1	93	-2	-4	19	21	-1	94	O=C(Nc1ccc(-c2nc3ccccc3[nH]2)cc1)c1ccccc1NS(=O)(=O)c1ccc(F)cc1
-2	-5	102	1	4	4	-22	2	101	CC(C)(C)NC(=S)NNC(=O)c1ccc2ncccc2c1
8	0	108	-4	3	-5	12	2	100	Cc1ccc(Cl)cc1N1CCN(C(=O)C2CCC(=O)N2C(C)C)CC1 (stereo not drawn)
-1	-14	89	-5	-15	-16	-1	2	104	O=C(NCCc1ccc(Cl)cc1)Nc1cccc(Cl)c1
2	/	119	4	5	/	/	3	104	CN(C)/C=C(\C(=O)c1ccc(Cl)cc1)c1nnnn1-c1ccc(Cl)cc1
2	-18	104	0	-3	-15	2	3	103	CCC1(CC)Cc2ccccc2-c2nc3ccccc3c(=O)n21
2	-7	105	4	0	-4	0	5	109	Cc1ccc(C(=O)OCCn2cc(C#N)c(=O)[nH]c2=O)cc1
0	-1	103	3	-8	-6	-12	1	95	O=C(CN(Cc1ccccc1)S(=O)(=O)c1ccc2c(c1)OCCO2)N/N=C/c1ccc(F)cc1
-1	1	90	-21	0	1	/	2	98	CNc1nc(C)c(C(C)(C)C)s1
-2	1	92	-3	2	32	3	-2	92	COc1cc2c(cc1OC)C(c1cccs1)NCC2 (stereo not drawn)
3	4	102	-4	-2	0	25	6	101	O=C(NNC(=O)c1cccs1)c1ccc(F)cc1
0	7	101	15	-9	-8	10	3	104	CC(NC(=O)/C=C/c1ccco1)c1nc2ccccc2n1Cc1c(Cl)cccc1Cl (stereo not drawn)
-3	-18	103	6	4	18	4	6	104	CC(C)(Oc1ccc(Cl)cc1)C(=O)Nc1ccc(S(=O)(=O)Nc2ncccn2)cc1
13	5	100	-1	0	20	15	-8	101	O=C(CC12CC3CC(CC(C3)C1)C2)N1CCCOC1
2	-8	97	-1	17	56	13	5	94	CC(=O)C1=C(O)C=C(c2ccco2)CC1c1ccco1 (stereo not drawn)
-3	13	104	11	2	-8	13	0	105	CCNS(=O)(=O)c1ccc(C(=O)Nc2ccccc2)cc1
12	-17	96	3	-5	0	6	3	100	COc1ccc(C2SC[C@@H](C(=O)O)N2C(C)=O)cc1 (stereo partly drawn)
4	6	97	-2	2	-21	2	-12	98	COc1cc(C=O)ccc1OCCOCCOc1c(C)cc(Cl)cc1Cl
6	-54	103	2	3	-2	0	-4	106	COc1ccc2o/c(=N/NC(=O)c3cccs3)c(C(N)=O)cc2c1
-3	-11	101	2	-2	-40	20	4	101	CC(C)CC(c1nnnn1Cc1cccs1)N1CCN(c2nc3ccccc3s2)CC1 (stereo not drawn)
/	2	102	-2	1	-1	9	-5	98	CCOC(=O)C1(C(=O)OCC)C(c2ccccc2)CC(O)N1C(C)=O (stereo not drawn)
-6	-6	97	0	10	15	-2	9	100	O=C(CNC(=O)c1ccccc1Br)N/N=C/c1ccccc1O
4	0	98	1	6	14	-12	2	105	CC(=O)n1cc([C@@H]2C=C(C(=O)N3CCN(Cc4ccc5c(c4)OCO5)CC3)O[C@H](OCCCCO)C2)c2ccccc21
0	-18	117	2	4	17	36	-2	102	COc1ccc(C(=O)/C=C/Nc2ccc([N+](=O)[O-])cc2C)cc1OC
-3	-16	107	4	12	36	9	-2	109	CCn1cc(C(=O)NCc2cccnc2)c(=O)c2cc(F)c(N3CCN(C(=O)c4ccco4)CC3)cc21
-5	-2	104	3	-5	8	6	4	105	COc1ccc(OCc2cc(C(=O)NC(C)c3csc(C)n3)no2)c(Cl)c1 (stereo not drawn)
1	-10	106	16	-7	-19	8	-4	111	CCCCSc1nc(C)cc(C)c1S(=O)(=O)c1ccccc1C
-3	-9	84	-1	-3	-15	/	5	88	COc1ccc(-c2cc(=O)n(-c3nc4ccccc4[nH]3)[nH]2)cc1
4	-1	103	12	1	3	18	4	105	COc1ccc(C(=O)OC(C)CN2CCN(C)CC2)cc1OC (stereo not drawn)
5	1	86	-5	-2	5	4	0	85	CCCn1c(=N)n(CC(O)c2ccco2)c2ccccc21 (stereo not drawn)
-2	-2	92	-3	1	38	33	-3	95	CCCCn1cnc2c(cnn2-c2ccc(Cl)cc2)c1=O
2	-9	100	-6	-7	10	10	4	101	CC(C)(C)CN1CCNC(=O)C1CC(=O)NC1Cc2ccccc2C1 (stereo not drawn)
-6	-3	106	10	13	-1	16	-1	100	Cc1ccnc(NC(=S)NC(=O)/C=C/c2ccco2)c1
-5	-7	99	-9	2	14	12	-3	86	Nc1ccccc1-c1ccccc1N
11	0	99	-2	1	-3	4	1	100	Cc1cc(OCC(=O)N2CCCCCC2)ccc1[N+](=O)[O-]
4	-10	108	9	1	14	3	0	102	O=C(NCc1cccnc1)c1ccc(COc2ccc(Cl)cc2Cl)o1
6	-8	106	5	5	19	26	6	99	COc1cc(NS(=O)(=O)c2ccc(N/C=C(\C=O)c3nc4cc(Cl)ccc4o3)cc2)nc(OC)n1
-3	-26	99	0	-6	-4	25	4	97	CC(C)c1ccc(CN2C(=O)c3ccccc3S2(=O)=O)cc1
5	5	109	20	4	0	7	2	99	Cc1cc(NC(=O)CCC(=O)N(Cc2cccs2)C(C(=O)NC2CCCC2)c2ccccc2)no1 (stereo not drawn)
-3	-8	102	0	1	-3	2	-2	101	COc1ccc(-c2nc(SCC(=O)N3CCCC3)n[nH]2)cc1
0	-3	91	-6	1	-1	/	6	88	CCn1c2ccccc2c2cc(NC(=O)CSc3nnnn3-c3ccccc3)ccc21
5	1	77	-4	-1	-1	13	5	94	Cc1ccc(/C=N/N2CCOCC2)s1
1	-20	98	5	8	17	/	3	99	CCS(=O)(=O)N1Cc2ccccc2CC1C(=O)Nc1ccc(F)cc1 (stereo not drawn)
3	-2	104	-1	-8	-16	16	5	106	CC(C)N1C(=O)CCC1C(=O)NCc1ccc(F)cc1Cl (stereo not drawn)
-1	-10	103	1	17	2	-5	5	87	NS(=O)(=O)c1ccc(NC(=S)NCc2ccco2)cc1
-3	-3	106	0	12	1	-17	0	100	CC(c1ccc(F)cc1)n1c(Cn2ncc3ccccc3c2=O)n[nH]c1=S (stereo not drawn)
-3	-12	100	-5	2	-13	12	-10	99	COc1ccc(CC(=O)Nc2nc(-c3ccc(OC)c(OC)c3)cs2)cc1OC
-6	-16	100	2	-7	8	18	6	99	O=C(Nc1ccccc1C(F)(F)F)N1CCN(C(c2ccccc2)c2ccccc2)CC1
1	10	95	-12	-5	-8	10	6	87	Cn1c(N)c(S(=O)(=O)N2CCN(Cc3ccccc3)CC2)c(=O)n(C)c1=O
-3	-3	99	0	0	-10	16	6	101	Cc1ccccc1NC(=S)NC(=O)c1cncc(Br)c1

The list continues:
IDE cell inh	p-CIP stab down	MEKK3 PB1 HTS	MEKK2mut PB1 HTS	PfM18AAP inh	SUMO HTRF inh	NALP1 inh	IDE act	MEKK2 WT-MEK5	molecule
-2	-5	99	2	-4	23	22	1	104	O=C(CN(C(=O)c1ccc2c(c1)OCCO2)c1ccccc1)NCC1CCCO1 (stereo not drawn)
0	/	98	-3	0	/	/	-1	99	CCN(CC)c1cc(CS(=O)c2ccccc2)nc(-c2ccccc2)n1 (stereo not drawn)
9	11	93	-12	3	-6	-6	7	88	CSc1cccc(NC(=S)N(CCC(C)C)C2CCN(C(C)=O)CC2)c1
-6	-2	99	-9	3	16	-6	0	86	O=C(O)c1ccc(NCc2nc3ccccc3n2CCOc2ccccc2Cl)cc1
